Screening results from PubChem.
MsrA act: bovine MsrA enzyme activators, primary screen, biochemical, absorbance, HTS; Methionine sulfoxide reductase A (Bos taurus); purified bovine MsrA, absorbance read-out; activation, % at 10.6 µM; 0.3% of 360,000 active; AID 602163, 2012; in the data active = activation above about 7.5%;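 also: 0% = vehicle and 100% = reference activator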
E coli Lon inh: inhibitors of E. coli Lon protease, primary screen, biochemical, fluorescence polarization; P0A9M0; purified E. coli Lon protease; inhibition, % at 7.94 µM; 0.42% of 360,000 active; in the data active = inhibition above about 13%, passing the limit was not always enough;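 also: 0% = enzyme with probe and DMSO and 100% = no enzyme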
MsrA inhibitor: bovine MsrA enzyme inhibitors, primary screen, biochemical, absorbance, HTS | inhibition, % at 15.5 µM | purified bovine MsrA, absorbance read-out | Methionine sulfoxide reductase A (Bos taurus) | 0.75% of 360,000 active; in the data active = inhibition above about 4.5%;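 also: 0% = vehicle wells with enzyme and 100% = reference inhibitor wells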
Rpn11 block: Rpn11 (PSMD14) deubiquitinase inhibitors, primary screen, biochemical, fluorescence polarization, uHTS. human 26S proteasome, Ub4-pepOG fluorescence polarization; 20S core pre-blocked with epoxomicin. calls only at 20 µM. 0.59% of 360,000 active;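 active = inhibition at 20 µM, scaled to each plate's controls, above about 33%, limit read from the data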
Rin1-Abl PPI inh: inhibitors of Rin1-Abl protein binding, primary screen, biochemical, TR-FRET; Tyrosine-protein kinase ABL1 (Homo sapiens) + Ras and Rab interactor 1 (Homo sapiens), …; inhibition, % at 7.35 µM; 0.4% of 360,000 active; AID 588664, 2011; in the data active = inhibition above about 5%, passing the limit was not always enough
PABP1 MLLE inh: inhibitors of PABP1 MLLE–PAM2 peptide binding, primary screen, biochemical, fluorescence polarization, FITC-PAM2, GST-MLLE; 0.36% of 360,000 active; AID 588489, 2011; inhibition, % at 20 µM; in the data active = inhibition above about 35%, passing the limit was not always enough;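 also: plate controls were DMSO wells with GST-MLLE for no effect and wells lacking GST-MLLE protein for full effect; some results filed as inactive read as strong as hits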
MT1-MMP act inh: blockers of MT1-MMP proenzyme processing, primary screen, HT1080 RFP-PRO-GFP cells, GFP/RFP fluorescence; Matrix metalloproteinase-14 (Homo sapiens), P50281; GFP/RFP ratio fluorescence, overnight; percent of plate control window, DMSO zero; GFP/RFP ratio change, % at 20 µM; 0.061% of 360,000 active; AID 651647, 2012;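 active = GFP/RFP ratio change of at least 30% with cell ATP level not reduced by more than half and red fluorescence within 50% of control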; also: strong numbers were not always called active
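Compound: 20 µM single dose, 1% DMSO / System: HT1080 RFP-PRO-GFP cells / Controls: DMSO and RFP-L50D-GFP cell wells / Read-out basis: GFP/RFP fluorescence ratio / Schedule: overnight compound exposure at 37 °C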
CSN deneddyl inh: inhibitors of CSN-mediated cullin deneddylation, primary screen, biochemical, fluorescence polarization, uHTS; Purified CSN, SCF-Nedd8-OG deneddylation; 0.38% of 360,000 active; COP9 signalosome complex subunit 5 (Homo sapiens), Q92905; AID 651999, 2013; inhibition, % at 12.5 µM;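 active = pattern-corrected inhibition above about 35%, with an unprinted fluorescence ratio check between 0.5 and 1.5, limit read from the data, passing the limit was not always enough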;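 also: 0% = enzyme with substrate and 100% = substrate without enzyme; some results filed as inactive read as strong as hits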
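Test system: purified human Csn5 enzyme expressed in HEK293T cells. Amount: 0.24 nM enzyme. Reagent: SCFSkp2-Nedd8OG substrate at 10 nM final. Schedule: 90 min incubation of compound, enzyme and substrate at room temperature. Detection: fluorescence polarization. Read-out: % inhibition of substrate cleavage by Csn5.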
FAS TE block: FAS thioesterase domain inhibitors, primary screen, biochemical, fluorescence intensity, uHTS; Fatty acid synthase (Homo sapiens), P49327; recombinant FAS-TE, OMFH fluorogenic substrate, fluorescence endpoint; inhibition, % at 15 µM; 0.67% of 360,000 active; AID 602261, 2012;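 active = compounds whose normalised, plate-corrected inhibition of enzyme fluorescence in the single-dose primary screen is 50% or more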;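 also: 0% = DMSO with enzyme and 100% = substrate without enzyme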
* hit, by the source's call; i = inactive; · = no result given; + = active, no number.

SMILES	MsrA act	E coli Lon inh	MsrA inhibitor	Rpn11 block	Rin1-Abl PPI inh	PABP1 MLLE inh	MT1-MMP act inh	CSN deneddyl inh	FAS TE block
Cc1oc2cc(OC(C)C(=O)O)ccc2c(=O)c1Oc1ccccc1 (configuration not stated)	-10.9	-1.7	1.9	i	-4.1	-12.0	0.1	0.1	-8.0
Cc1cc(OCC(=O)N(C)c2ccccc2)cc2c1C(=O)CC(C)(C)O2	-3.0	3.8	1.6	i	0.8	-6.9	0.1	1.3	2.0
NC(=O)CSc1cn(Cc2cccc(F)c2)c2ccccc12	-5.3	25.5*	2.0	i	2.7	3.0	-0.8	-3.8	-8.6
Cn1c(SCc2ccccc2)nnc1-c1cccs1	-2.0	-0.9	0.6	i	-1.7	4.5	-4.0	-0.7	-2.5
COc1ccc(C)cc1N(CC(=O)NC1CCCC1)C(=O)Cn1nnc(-c2ccc(C)o2)n1	0.5	-2.7	0.1	i	-1.2	-5.7	1.2	-3.1	6.0
CC(=O)Nc1ccc(SCC(=O)c2cc(C)ccc2C)cc1	-1.7	-0.9	-0.3	i	1.5	33.2	2.3	3.9	2.0
CC(C)C(=O)N1CCCC1(C)C(=O)N(C)Cc1cccc2ccccc12 (configuration not stated)	-7.2	-2.7	-0.9	i	-1.3	-2.7	-6.2	2.9	-6.5
O=C(Nc1ccc(N2CCN(C(=O)c3ccco3)CC2)cc1)c1ccccc1F	-0.6	9.6	-0.7	i	-2.6	6.3	15.0	6.4	-6.9
CCOc1ccc(S(=O)(=O)N2CCCC(C(=O)Nc3cccc(C)c3)C2)cc1 (configuration not stated)	-3.0	0.3	0.7	i	2.2	-0.5	-30.4	-4.8	17.5
O=C1/C(=C\c2cccnc2)Sc2ccccc21	0.5	-15.4	0.4	i	-1.8	2.1	12.0	3.0	-5.4
COc1ccccc1NC(=O)NCCc1ccccc1	-2.8	-8.1	0.9	i	0.9	4.1	0.5	-2.0	-3.6
CCOC(=O)N1CCC(NC(=O)c2ccc(N3CCC4(CC3)OCCO4)c([N+](=O)[O-])c2)CC1	-7.2	-8.7	-0.6	i	-8.9	2.9	7.1	0.9	0.9
O=C(NC1CCCCC1)N1CCCC1	-4.7	-6.3	-0.7	i	-5.5	2.6	-3.5	1.3	-5.8
O=C1CC(C(=O)O)S/C(=N\NC(=O)c2ccc(F)cc2)N1 (configuration not stated)	-3.4	-8.4	1.0	i	-1.2	-2.7	0.5	-2.9	-9.6
O=C(Cn1c2ccccc2c(=O)c2ccccc21)Nc1cccc(F)c1	-4.9	6.0	1.0	i	-19.8	-6.3	1.3	4.8	-9.3
CNc1nc(N)c(C(=O)C23CC4CC(CC(C4)C2)C3)s1	-3.4	-4.9	3.0	i	0.6	-5.1	-6.2	-9.0	1.9
O=C(COc1cccc(NC(=O)c2cccc([N+](=O)[O-])c2)c1)c1ccc(F)cc1	2.8	6.1	0.9	i	1.5	-6.6	-1.5	-2.0	24.7
CCOC(=O)N1CCN(C(=O)c2ccc(Cl)c(S(=O)(=O)N3CCOCC3)c2)CC1	-1.8	3.6	3.1	i	2.1	10.9	-0.9	-2.7	-6.2
CCC(C)c1ccc(O)c(NC(=O)c2ncn[nH]2)c1 (configuration not stated)	-2.4	4.1	-0.5	i	-0.1	-3.8	-0.1	3.5	-29.7
O=C(CSc1nc2nn(-c3ccccc3)c(=O)c-2c2n1CCCCC2)c1ccc(O)c(O)c1	-1.6	-5.5	·	i	16.1*	-61.7	7.4	25.4	20.1
CCN1C(=O)[C@H]2[C@@H](c3ccc(OC)cc3)N[C@]3(CCCN(Cc4ccc(Cl)cc4)C3=O)[C@H]2C1=O	-8.5	1.7	1.6	i	-2.5	6.2	5.2	2.3	-2.0
c1cncc(-c2nc(-c3ccc4c(c3)OCO4)cs2)c1	-8.9	-5.2	-0.4	i	-2.0	0.9	-5.3	-2.8	3.0
O=C(CSc1nc2[nH]ncc2c(=O)n1-c1ccccc1)NCc1cccs1	-1.4	9.4	-0.2	i	-2.8	-8.9	-0.3	-0.6	-5.8
COCc1cc(C)n(CC(=O)Nc2ccc(N3CCOCC3)c(Cl)c2)c(=O)c1C#N	-3.7	-1.5	2.7	i	-1.8	1.6	3.3	3.8	2.1
Cc1ccc(C)c(OCc2cc(C(=O)N3CC[C@@H]4CCCC[C@H]4C3)no2)c1	-1.3	3.6	-0.1	i	0.2	-7.1	-0.6	0.7	28.7
C=CC[C@@H](CC(=O)N[C@H](CO)Cc1ccccc1)C(=O)N[C@H](COC(=O)[C@H](CC=C)CC(=O)OC(C)(C)C)Cc1c[nH]c2ccccc12	0.4	0.7	0.4	i	-2.6	-4.2	3.1	-0.6	14.6
COc1ccccc1CNC(=O)Cn1cc2c(n1)CCCC2	2.8	-6.0	-1.6	i	1.9	-19.8	2.7	0.2	-5.6
Oc1ccc(Nc2nc3ccccc3nc2Nc2ccc(O)cc2)cc1	-1.8	-45.5	·	+	-2.0	-140.1	-14.1	28.8	11.2
COc1ccc(CC(=O)N/N=C/c2ccc(-c3cccc(C(=O)O)c3)o2)cc1OC	-6.3	-13.1	5.1*	i	-0.9	13.4	-5.2	-1.0	-3.9
Cc1occc1C(=O)N/N=C/C=C/c1ccccc1[N+](=O)[O-]	-4.7	-3.1	1.7	i	-0.4	-7.1	5.1	0.1	-8.4
COc1ccc(COc2ccsc2C(=O)Nc2ccc(Cl)c(Cl)c2)cc1	1.5	5.1	-0.2	+	-0.6	-16.8	-0.6	-3.0	23.6
COc1ccc(C2CC(c3cccs3)=NN2C(=O)c2ccccc2)cc1OC (configuration not stated)	-2.4	-6.5	0.4	i	0.3	3.8	0.8	0.0	6.6
O=c1c2ccccc2oc2cc(NCCCn3ccnc3)ccc12	-5.2	1.0	1.5	i	2.4	-6.1	4.2	-1.0	-12.9
CC(=O)c1cccc(NC(=O)Cn2cnc(S(=O)(=O)N3CCOCC3)c2)c1	-1.8	3.5	·	i	1.1	1.2	-0.8	-5.0	-6.0
Cc1ccc(NC(=O)c2ccc(-n3cncn3)c([N+](=O)[O-])c2)cc1	3.8	1.3	-0.5	i	1.2	0.0	4.3	2.1	-3.7
O=C(NCc1ccncc1)c1cccc(Cn2cc(Br)cn2)c1	-4.2	7.2	-0.5	i	0.4	-4.0	-0.5	1.9	-8.9
CCOC(=O)C1CCCN(S(=O)(=O)c2ccc3c(c2)CC(C)N3C(=O)C2CC2)C1 (configuration not stated)	-2.7	-5.7	1.1	i	3.5	1.7	4.5	-3.9	7.7
COc1ccccc1/C=C/C(=O)NC(=S)Nc1ccc(S(=O)(=O)N(C)c2ccccc2)cc1	-1.9	-11.6	-0.1	i	2.0	19.3	3.3	-0.9	20.3
CCOc1ccccc1C(=O)NC(C(=O)OCC(=O)Nc1nnc(-c2ccccc2)o1)C(C)C (configuration not stated)	-8.5	-5.6	·	i	2.2	-2.7	6.2	-0.6	-6.4
O=C(Nc1cnn(Cc2ccc(F)cc2)c1)c1cnn2c(C(F)F)cc(-c3ccccc3)nc12	-8.4	0.6	-1.0	i	-4.2	-0.1	4.7	2.6	21.6
COCCNC(=O)CSc1nc2cc(OC)c(OC)cc2c(=O)n1CCc1ccc(S(N)(=O)=O)cc1	-2.2	0.0	0.2	i	-0.7	0.8	-0.7	-2.0	-5.4
Cc1cc(Cl)ccc1NC(=S)NCC(O)c1ccccc1 (configuration not stated)	-6.3	2.7	-0.5	i	-0.9	7.4	2.1	0.8	-3.0
Cc1ccc(NC(=O)CSc2nnnn2C)cc1S(=O)(=O)N1CCCCC1	-2.8	-4.7	1.1	i	-2.2	-34.7	3.5	5.5	-5.2
COc1ccc(CN(C(=O)c2oc3ccccc3c2C)C2CCS(=O)(=O)C2)cc1 (configuration not stated)	-7.9	2.3	-0.7	i	-0.2	5.5	-2.3	5.0	16.0
CC12CCC(C(=O)Nc3cccc(Cl)c3Cl)([C@H](Br)C1=O)C2(C)C (some centres not stated)	-5.2	2.2	1.0	i	2.7	-1.4	-1.0	2.7	8.5
CC1(C)C(c2cccs2)=[N+]([O-])C2(CCCCC/C2=N\NC(N)=S)N1O (configuration not stated)	2.5	0.3	2.0	i	-1.8	9.7	8.3	2.5	-8.0
O=c1[nH]cnc(O)c1C(c1ccc(F)cc1)c1c(O)nc[nH]c1=O	-5.4	5.1	2.1	i	-0.2	-2.6	-4.1	4.8	-2.2
CCc1cc(=O)[nH]c(SCc2ccc(C)cc2)n1	-3.0	0.8	0.5	i	1.8	-7.3	2.5	2.1	-2.4
O=c1c2ccccc2nc2sc(Nc3cccc(Cl)c3)nn12	-0.7	-0.9	1.6	i	-1.2	-19.2	3.4	11.5	-14.2
O=C(CSCc1ccc(Cl)cc1)N1CCCCC1	-2.4	1.8	1.1	i	2.2	5.4	1.9	0.2	-5.9
CC(C)(C)NC(=O)CN(C(=O)C(=O)Nc1ccc2c(c1)OCCO2)N1CCOCC1	-3.5	2.7	1.4	i	1.3	1.8	-1.8	4.6	-2.1
CCOc1ccc(-n2c(C)c(C(C)=O)c3cc(OC(C)=O)ccc32)cc1	-6.4	-8.2	-1.2	i	-1.8	-5.1	-12.9	-3.6	6.4
Cc1cc(C)n(-c2nc3c(c(=O)[nH]c(=O)n3C)n2CC(O)COc2ccc(Cl)cc2Cl)n1 (configuration not stated)	-0.1	5.8	0.5	i	-0.4	-4.5	7.2	3.1	0.9
COc1cc(CNCCc2ccccc2F)ccc1OCC(=O)N1CCCCC1	-3.4	0.6	0.6	i	-2.7	3.2	5.7	1.5	-9.4

Compounds as they come; 3.7% or so of the library scored in one or more.
